Screening results as filed in PubChem BioAssay.
USP2a inh: inhibitors of human ubiquitin-specific protease USP2a. AID 463254. Potency, µM (doses to about 38.3 µM), for inactives: at the highest dose activity change, negative = inhibition, most hits filed as inhibitors. USP2 core, Ub-CHOP2 coupled fluorogenic reporter, 485/531. O75604. 330,000 compounds, 0.01% hits;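 note: potency is the fitted concentration of half-maximal effect; plate controls were DMSO wells for no effect and full inhibition by NEM control for full effect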
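Deubiquitinase activity read as fluorescence (485/531 nm) after Ub-CHOP2 cleavage activates the enterokinase reporter on its substrate; USP2 core 10nM, Ub-CHOP2 and substrate 25nM each, 30min compound preincubation then 60min RT; data normalized to NEM, curves fitted.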
TCR activator: T cell receptor activation. 330,000 tested, under 10 active. primary human leukocytes, anti-CD3, IL-2 HTRF, 48 h. AID 504894. Potency, µM (series often up to 9.22 µM), for inactives: at the highest dose activation of IL-2 secretion, most hits filed as activators; note: % of control where 0% means no effect
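Compounds are tested in HTS on primary human leukocytes co-incubated with a-CD3 beads for 48 hr. IL-2 output is measured by time-resolved FRET.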
KCNH2 WT inh: blocks the wildtype human KCNH2 potassium channel; Q12809; U2OS, BacMam KCNH2, thallium flux FluxOr; active compounds read low; activity change, % at 1.84 µM; 340,000 compounds, 0.37% hits; AID 720551;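 active = maximum activity change below -70%; inconclusive = maximum activity change between -70% and -50%; inactive = maximum activity change above -50%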; note: % is set by controls: 0 for no effect and ±100 for the full control effect
Target sequence (Q12809 whole entry, looked up): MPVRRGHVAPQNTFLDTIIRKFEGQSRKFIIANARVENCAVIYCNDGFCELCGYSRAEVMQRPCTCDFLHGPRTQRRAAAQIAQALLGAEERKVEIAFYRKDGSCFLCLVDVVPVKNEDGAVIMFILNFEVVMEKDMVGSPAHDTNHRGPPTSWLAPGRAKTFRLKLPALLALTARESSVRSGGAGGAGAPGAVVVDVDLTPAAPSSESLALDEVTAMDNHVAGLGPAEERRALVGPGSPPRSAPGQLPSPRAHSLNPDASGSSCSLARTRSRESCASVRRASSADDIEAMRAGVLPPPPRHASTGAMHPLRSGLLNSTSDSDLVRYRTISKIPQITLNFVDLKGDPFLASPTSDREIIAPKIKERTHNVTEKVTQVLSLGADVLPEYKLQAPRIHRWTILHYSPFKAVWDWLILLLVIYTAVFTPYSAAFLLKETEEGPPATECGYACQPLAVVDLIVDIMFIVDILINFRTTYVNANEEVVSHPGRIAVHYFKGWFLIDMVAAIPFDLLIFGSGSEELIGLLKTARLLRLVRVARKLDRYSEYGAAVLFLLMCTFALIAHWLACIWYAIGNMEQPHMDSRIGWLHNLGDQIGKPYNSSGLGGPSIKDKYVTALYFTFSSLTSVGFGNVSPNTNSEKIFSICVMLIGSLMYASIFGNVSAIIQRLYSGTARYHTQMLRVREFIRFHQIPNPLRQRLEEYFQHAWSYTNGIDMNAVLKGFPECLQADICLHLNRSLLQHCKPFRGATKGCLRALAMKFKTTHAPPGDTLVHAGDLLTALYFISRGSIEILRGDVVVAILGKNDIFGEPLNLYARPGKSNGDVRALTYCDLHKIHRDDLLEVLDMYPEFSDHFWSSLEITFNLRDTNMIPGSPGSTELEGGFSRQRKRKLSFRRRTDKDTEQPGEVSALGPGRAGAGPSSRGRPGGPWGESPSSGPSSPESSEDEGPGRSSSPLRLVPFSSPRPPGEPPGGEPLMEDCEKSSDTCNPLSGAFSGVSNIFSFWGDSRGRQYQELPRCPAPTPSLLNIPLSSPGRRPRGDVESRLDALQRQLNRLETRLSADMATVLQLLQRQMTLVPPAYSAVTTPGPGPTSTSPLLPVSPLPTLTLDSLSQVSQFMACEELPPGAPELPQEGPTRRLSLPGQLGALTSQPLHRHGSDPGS
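U2OS cells were transduced with wild-type KCNH2 virus (2.03 x 10^8 / mL) for 4 h at room temperature, then cultured overnight at 37 C. Thallium flux was read with FluxOr dye. Rate constants were normalized to DMSO controls.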
ELG1 repair inh: inhibitors of ELG1-dependent DNA repair in HEK293T cells; HEK293T ELG1-luciferase reporter, luminescence, 16 h; DNA damage induced by 5-fluorouridine; Potency, µM (titrated, usually from 46.1 µM), for inactives: at the highest dose activity change, negative = inhibition, hits mostly inhibitors; 330,000 compounds, 2.3% hits; AID 504467; note: potency is the fitted concentration of half-maximal effect; % is set by controls: 0 for no effect and ±100 for the full control effect; nearly all actives have a fitted effect of over 55% in size
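Cells (2,000 per well) received 5-fluorouridine plus test compound or DMSO and were incubated 16 hr at 37 °C, 5% CO2. Luciferase activity was read by luminescence 30 min after ONE-Glo addition; signal suppression marked inhibition of damage-induced ELG1 function.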
Mito fusion yeast: mitochondrial division inhibition or fusion activation; S. cerevisiae fusion-defective mutant growth rescue, CellTiterGlo 48 h; Potency, µM (doses to about 46.1 µM), without a hit: at the top dose growth rescue (activation), hits mostly activators; 320,000 compounds, 0.23% hits; AID 485298;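 note: potency is the fitted concentration of half-maximal effect; % of control where 0% means no effect; nearly all actives have a fitted effect of over 45% in size; temperature-sensitive fusion mutants such as fzo1-1 at 37 °C on non-fermentable ethanol glycerol medium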
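Luminescent cell viability in 1536-well qHTS format served as the measure of rescued growth in ts fusion-mutant S. cerevisiae cultured on non-fermentable YPEG for 48 hours at 37C.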
TSHR antagonist: blocks TSH signaling through the human TSH receptor. P16473. TSHR-expressing cells, TSH-stimulated cAMP HTRF, 2 h; active compounds read low. activity change, negative = inhibition, % at 11.5 µM. 330,000 compounds, 0.2% hits. AID 504810;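 active = activity change below a set negative limit, meaning inhibition stronger than a set level, cut at about -70% in these data; inconclusive = activity change between two set negative limits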; note: % is set by controls: 0 for no effect and ±100 for the full control effect
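Inhibition of cAMP made by TSHR-expressing cells under TSH stimulation (4nM final, EC80; 2 h, 37 deg C) is quantified with a one-step lysis HTRF kit, anti-cAMP cryptate versus cAMP-d2.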
AT treatment: candidate therapy for ataxia-telangiectasia. AID 485349. 320,000 compounds, 0.19% hits. Potency, µM (series often up to 57.5 µM), inactives show at the top dose activation, usual class: activators. […] A-T fibroblasts, KAP-1 phosphorylation AlphaLISA; neocarzinostatin DNA damage 30 min before lysis; note: potency is the fitted concentration of half-maximal effect; % of control where 0% means no effect; nearly all actives have a fitted effect of over 45% in size
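hTERT-immortalized A-T patient fibroblasts ([…]), 500 cells/well in OPTI-MEM, 1% FBS, got compounds for 60 min, then NCS for 30 min at 37C. Lysates were then assayed for phospho-KAP-1 by AlphaLISA (anti-pKAP1 donor, anti-KAP1 acceptor beads), 6 hr at 25C.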
TRPV1 ag: agonists of human vanilloid receptor 1 (TRPV1); TRPV1-expressing cells, Fluo-8 calcium influx, agonist mode; AID 540275; activation, % at 8.33 µM; 320,000 compounds, 0.19% hits; Q8NER1; in the data active = activation above about 80%; inconclusive = between about 30% and that limit; note: 0% is about no effect
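TRPV1-expressing cells were cultured overnight at 35.5C and loaded with Fluo-8 calcium dye for 40 to 90 min at room temperature. After a 10 s baseline, compound was added and calcium influx was read kinetically for 3 min (ex 480/em 520 nm).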
KCNH2 3.1 inh: blocks the human KCNH2 3.1 channel isoform | U2OS KCNH2 3.1, thallium flux FluxOr; active compounds read low | activity change, % (tested at about 1.8 µM) | 340,000 compounds, 0.95% hits | AID 720553;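 active = maximum activity change below -70%; inconclusive = maximum activity change from -70% to -50%; inactive = maximum activity change above -50%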;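 note: thallium influx rate constant from kinetic fluorescence after stimulation buffer; % is set by controls: 0 for no effect and ±100 for the full control effect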
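FluxOr-based Tl+ influx in U2OS cells transduced with KCNH2 3.1 virus; rate constants normalized to DMSO controls.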
Eya2 phos inh: Eya2 (human) phosphatase inhibition; O00167; recombinant Eya2, OMFP fluorescence dephosphorylation (OMFP is methylfluorescein phosphate); Potency, µM (doses to about 76.9 µM), for the others: top-dose activity, negative = inhibition, hits mostly inhibitors; 330,000 compounds, 0.006% hits; AID 488837; note: potency is the fitted concentration of half-maximal effect; % is set by controls: 0 for no effect and ±100 for the full control effect
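Eya2 protein (added as 0.2 uM solution) was preincubated with compound for 10 min at ambient temperature in 50 mM HEPES pH 7.5, 50 mM NaCl, 5 uM MgCl2, 0.05% BSA, 1 mM DTT. OMFP (added at 50 uM) then reacted 10 min; fluorescence read at 485/525 nm.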
Numbers without * were called inactive; u = inconclusive; x = no result given; & = joins results of further samples; [ ] = dose if it differs, or a comment. Unless noted, calls come from the whole dose curve; as a rule, active = well fitted curve in the direction sought with a large enough effect; inconclusive = small, poorly fitted or top-dose-only effect, or another doubt; inactive = no such curve, though single readings can be large; an effect the other way counts as inactive or inconclusive. A portion of the library; rates above refer to the full screens.

SMILES	USP2a inh	TCR activator	KCNH2 WT inh	ELG1 repair inh	Mito fusion yeast	TSHR antagonist	AT treatment	TRPV1 ag	KCNH2 3.1 inh	Eya2 phos inh
O=C(NCCc1ccc(F)cc1)C(=O)NCC1CCCN1S(=O)(=O)c1ccccc1 (stereo not drawn)	-1%	0%	-3	u	6%	-13	-9%	-7	-9	-5%
Cc1cccc(C)c1NC(=O)COC(=O)c1c(C)nn(-c2ccccc2)c1C	0%	-5%	-1	-24%	1%	24	7%	1	-4	-11%
O=C(N/C(=C\c1cccs1)C(=O)N1CCOCC1)c1ccco1	3%	4%	1	-6%	1%	2	8%	1	-22	-1%
CCCCSc1nnc(-c2ccc(OC)cc2)n1C	0%	-2%[46.1 µM]	8	u	18%	-19	-1%	0	16	-3%
Cc1cccc(NC(=O)CNC(=O)C23CC4CC(CC(Cl)(C4)C2)C3)n1	3%	-21%	7	0%	13%	0	0%	-4	14	-7%
CCc1nnc(NC(=O)c2sc3nc4c(cc3c2N)CCCCC4)s1	1%	4%[46.1 µM]	-9	u	u	-1	35%	1	8	-3%
CCNC(=S)NNC(=O)c1ccncc1	6%	1%	-7	8%	4%	5	-1%	-1	3	11%
O=C(CSc1nc2ccccc2c(=O)n1-c1ccccc1Cl)Nc1cccc(S(=O)(=O)N2CCOCC2)c1	-2%	1%[46.1 µM]	-8	-21%	0%	-11	6%	1	-15	3%
CN(C)[C@@H]1C(=O)C(C(N)=O)=C(O)[C@@]2(O)C(=O)C3=C(O)c4c(O)ccc(Cl)c4[C@@H](O)[C@H]3C[C@@H]12	-5%	2%	-14	8%	4%&3%	-11&-4	-11%	2	21	1%&4%
CC(C)C(=O)OCC(=O)Nc1ccc2c(c1)CCC2	2%	-19%	4	3%	1%	4	-1%	28	-7	-2%
Cc1nc2cncc(Br)c2n1C	-3%	1%	-1	29%	-1%	8	8%	-3	6	10%
Cc1cc(OCC(=O)OCC(=O)c2ccc[nH]2)ccc1Cl	-2%	-3%	0	26%	4%	17	-7%	0	-1	1%
O=C(CSc1ccccc1)Nc1nc2ccccc2[nH]1	1%	-1%[46.1 µM]	3	u	5%	6	1%	14	1	-4%
Brc1ccccc1OCCNCc1ccccc1	-1%	-2%	-4	10%	-2%	9	3%	1	3	7%
O=Cc1sc(Nc2ccccc2)nc1Cl	2%	-1%	-10	-5%	-7%	-10	-4%	6	-2	-11%
O=C(NCCCN1CCOCC1)c1ccccc1NS(=O)(=O)c1ccc(Br)cc1	0%	7%	19	3%	5%	8	0%	1	-11	12%
Cc1ccc(C(=O)NCc2ccccn2)cc1Cl	2%	3%	x	u	3%	3	0%	8	-3	10%
CC1CCCCC12NC(=O)N(CC(=O)OCC(=O)N(C)C1CCCCC1)C2=O (stereo not drawn)	1%	-4%	2	4%	2%	-9	2%	3	13	3%
CC(=O)C[C@H](O)CC(=O)[C@H]1OC(=O)CCCCCc2ccccc21	4%	-2%	-31	22%	x	-4	8%	x	9	-23%
CC1(C)CSC(=NCCc2ccccc2)N1C(=O)c1ccc(C#N)cc1	1%	1%[46.1 µM]	-3	-6%	-1%	2	-6%	2	-6	-7%

Arranged by number of heavy atoms (high to low): part of the list above.
SMILES	USP2a inh	TCR activator	KCNH2 WT inh	ELG1 repair inh	Mito fusion yeast	TSHR antagonist	AT treatment	TRPV1 ag	KCNH2 3.1 inh	Eya2 phos inh
CC1(C)CSC(=NCCc2ccccc2)N1C(=O)c1ccc(C#N)cc1	1%	1%[46.1 µM]	-3	-6%	-1%	2	-6%	2	-6	-7%
CC(=O)C[C@H](O)CC(=O)[C@H]1OC(=O)CCCCCc2ccccc21	4%	-2%	-31	22%	x	-4	8%	x	9	-23%
Brc1ccccc1OCCNCc1ccccc1	-1%	-2%	-4	10%	-2%	9	3%	1	3	7%

(more compounds)
SMILES	USP2a inh	TCR activator	KCNH2 WT inh	ELG1 repair inh	Mito fusion yeast	TSHR antagonist	AT treatment	TRPV1 ag	KCNH2 3.1 inh	Eya2 phos inh
O=C(CCN1C(=O)/C(=C\c2cccs2)SC1=S)Nc1ccccn1	4%	0%	2	-13%	10%	-5	4%	1	1	9%
COCCN(C(=O)COC(=O)c1nc(Cl)ccc1Cl)c1c(N)n(Cc2ccccc2)c(=O)[nH]c1=O	3%	10%	-6	28%	4%	16	-1%	13	19	6%
COc1ccc(S(=O)(=O)N2CCCC2)cc1C(=O)N1CCCCC1	1%	1%	-14	0%	-2%	6	2%	3	2	6%
CCOc1ccc(NC(=O)CN2CCN(CC(=O)Nc3ccc(OC)cc3)CC2)cc1	3%	-3%[46.1 µM]	-141*	-19%	-4%	6	-8%	0	-90*	4%
O=C1COc2ccc(C(=O)COC(=O)c3nc(Cl)ccc3Cl)cc2N1	2%	-1%	17	3%	-5%	4	-1%	9	5	32%
CCOC(=O)C(C)n1cnc2c(nnn2-c2cccc(OC)c2)c1=O (stereo not drawn)	-1%	-6%	-5	u	-2%	-12	3%	1	7	10%
CCOC(=O)c1csc(NC(=O)c2cc(OC)c(OC)c(OC)c2)n1	-1%	-10%	6	5.8µM*	1%	24	3%	-4	-2	-19%
C#CCOc1c(Br)cc(/C=N/O)cc1OCC	1%	-5%	18	u	-9%	0	-4%	-12	-24	8%
O=C(CCC1CCCN(C(=O)c2ccc(F)c(F)c2)C1)N1CCN(c2ccccn2)CC1 (stereo not drawn)	0%	-1%	1	u	-1%	3	3%	1	3	3%
Nc1ccc(N2CCN(c3cccc(Cl)c3)CC2)cc1	-1%	-2%[46.1 µM]	0	u	4µM*	-1	1%	-1	17	1%
CC(OC(=O)CCCN=C1NS(=O)(=O)c2ccccc21)C(=O)Nc1ccccc1[N+](=O)[O-] (stereo not drawn)	-1%	-23%	-1	-2%	-3%	0	2%	4	1	18%
Cc1cc(N/N=C/c2ccc3c(c2)OCO3)nc2ccccc12	9%	-9%	0	u	-2%	0	-6%	12	-3	11%
O=C(CC(Sc1n[nH]c(-c2ccccc2)n1)c1ccccc1)NCc1ccccc1 (stereo not drawn)	2%	-1%[46.1 µM]	-2	u	-1%	-4	-4%	6	5	-11%
COc1ccc(NC(=O)c2cc(C)nc3ccccc23)c(OC)c1	3%	6%	-5	2%	-1%	22	-2%	2	-22	3%
CCOC(=O)N1CCN(c2c(-c3ccc(C(C)C)cc3)c(=O)c2=O)CC1	2%	1%	8	u	-4%	-3	-1%	-2	-8	3%
COc1cc2[nH]c(=O)n(CCC(=O)NCc3cccnc3)c(=O)c2cc1OC	2%	10%	-7	2%	-1%	-6	7%	-1	3	-1%
COc1ccc(-c2noc3c2-c2nc(-c4c(F)cccc4F)sc2CC3)cc1	0%	9%	-14	-16%	0%	3	1%	0	1	7%
CCC(C)(C)NC(=O)CN(C(=O)CCC(=O)Nc1nccs1)c1cccc(C)c1C	0%	x	-12	-24%	0%	1	4%	4	7	-8%
CC1(C)CC(=O)C2=C(C1)Oc1ncn(CCCn3ccnc3)c(=N)c1C2c1ccccc1 (stereo not drawn)	-1%	1%	9	-5%	1%	-5	12%	1	7	-17%
COc1ccccc1C=NC(CO)C(O)c1ccc([N+](=O)[O-])cc1 (stereo not drawn)	5%	10%	26	-9%	0%	4	-2%	-2	-14	-27%
COc1ccccc1-n1cc(-c2ccc(Br)cc2)[nH]c1=S	2%	-3%	-1	1%	-8%	18	17%	-2	5	2%
O=c1[nH]c2ccc(S(=O)(=O)N3CCCCC3)cc2[nH]1	-1%	-1%	10	2%	-2%	8	u	-1	8	7%[15.4 µM]
O=C(COC(=O)c1ccc(Cl)cc1O)NCCN1C(=O)CSC1=O	-2%	1%	1	3%	6%	11	32%	0	-6	-4%
Cc1cc(Cl)ccc1OCC(=O)n1cc(C(=O)c2cc(Cl)ccc2O)cn1	1%	x	x	u	0%	-8	-2%	0	x	4%
Cn1nc(NC(=O)C2CCC2C(=O)O)c2c(F)cccc21 (stereo not drawn)	1%	-3%	1	1%	0%	3	8%	-1	-1	8%
O=C(NCC1CCCO1)c1c(O)nc2sccn2c1=O (stereo not drawn)	2%	0%	-3	5%	1%	-13	1%	-5	10	-13%
O=C(c1cc(COc2ccccc2)on1)N1CCCC(OCc2cccnc2)C1 (stereo not drawn)	0%	0%	4	-3%	-1%	-13	5%	2	-2	-15%
COc1ccc(N(CC(=O)Nc2ccc(F)cc2F)S(=O)(=O)c2c(C)nn(C)c2C)cc1	1%	-4%	2	6%	0%	-5	-1%	-6	0	2%
Cc1ccc(C)c(N2CCN(C(=O)CCS(=O)(=O)c3cccc4nonc34)CC2)c1	1%	0%	-2	u	26%	-9	5%	-3	5	-14%
Cc1oc2nc(SCC(=O)NCCCO)nc(N)c2c1C	-5%	-8%	5	15%	1%	4	8%	3	10	-16%
CC1=C(C(=O)OC(C)C)C(c2ccc(N(C)C)cc2)C2=C(CC(C)(C)CC2=O)N1 (stereo not drawn)	0%	-3%	-10	-1%	-3%	11	-2%	13	6	10%
